NOD2-RIPK2 inh: blocks binding of human NOD2 to RIPK2; CHO BLA complementation NOD2-RIPK2, CCF4 ratio; inhibition, % at 4.98 µM; 0.38% of 360,000 active; AID 624267; in the data active means inhibition above about 21%;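 further: 0% = vehicle only and 100% = reference blocker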
EBV LMP1 NFkB: reduces LMP1-driven NF-kappaB luciferase signal. inhibition, % at 12.5 µM. LMP1-induced NF-kappaB luciferase reporter cells, luminescence. 0.69% of 350,000 active; in the data active means inhibition above about 41%;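 further: 0% = neutral control wells and 100% = reference inhibitor control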
COUP-TFII inh: NR2F2 (human) inhibition, primary screen; P24468; HEK293T NGFI-A luciferase reporter, luminescence; 0.7% of 370,000 active; inhibition, % at 8.6 µM; AID 686940;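 active means inhibition above a per-plate cutoff, mean inhibition of test wells between control levels plus 3 SD, cut at about 38% in these data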;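 further: cells cotransfected with COUP-TFII expression vector driving the NGFI-A reporter; 0% = median of COUP-TF2 test wells and 100% = reporter-only cells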
SRC3 inh: inhibitors of human steroid receptor coactivator 3 (SRC3). Q9Y6Q9. HEK293 GAL4-SRC3 luciferase reporter, luminescence. inhibition, % at 3.6 µM. 0.17% of 360,000 active. AID 588352;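 active means inhibition above a per-campaign cutoff, the mean of all compounds plus 3 SD, cut at about 60% in these data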;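 further: 0% = DMSO-treated cells and 100% = gossypol-treated cells at 36 µM; higher means less SRC3-driven luciferase light from the GAL4 reporter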
NCOA1 inh: inhibits human SRC1 coactivator | HEK293 GAL4-SRC1 luciferase reporter, luminescence | inhibition, % at 3.6 µM | Q15788 | AID 588354 | 0.12% of 360,000 active;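 active means inhibition above the campaign mean plus 3 SD, with each screening campaign given its own cutoff, cut at about 60% in these data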;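 further: 0% = DMSO treated cells and 100% = gossypol at 36 µM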
NR5A2 inv ag: NR5A2 inverse agonism in reporter assay; O00482; HEK293T StAR-luciferase reporter, LRH-1 transfected, 24 h; inhibition, % at 3.6 µM; 0.13% of 360,000 active; AID 602396;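 active means inhibition above the mean inhibition of all tested compounds plus 3 SD, cut at about 73% in these data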;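 further: 0% = DMSO wells and 100% = reporter-only cells lacking LRH-1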
NCOA2 inhibitor: inhibits human steroid receptor coactivator 2; Q15596; HEK293 GAL4-SRC2 luciferase reporter, luminescence; inhibition, % at 9 µM; 0.17% of 370,000 active; AID 651957;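 active means inhibition above the mean inhibition of all tested compounds plus 3 SD, set per campaign, cut at about 52% in these data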;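 further: 0% = DMSO treated cells and 100% = cells given Gossypol at 36 µM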
MC4R ag barr: agonists of human melanocortin 4 receptor (MC4R) beta-arrestin | U2OS MC4R beta-arrestin complementation, luminescence; percent of melanotan II response, DMSO zero | 0.98% of 360,000 active | activation, % at 8.9 µM;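 active means activation above a per-plate cutoff, the mean activation of sample wells on that plate plus 3 SD, cut at about 8% in these data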
TLR9-MyD88 block: blocks human TLR9 binding to MyD88; CHO BLA complementation TLR9-MyD88, CCF4 FRET ratio; inhibition, % at 4.98 µM; 0.21% of 340,000 active; AID 504734;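 active means inhibition above the mean over all tested compounds plus 3 SD, cut at about 21% in these data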;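 further: 0% = DMSO only wells and 100% = clavulanate BLA inhibitor control wells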
ABHD5 PLIN5 PPI: inhibitors of human ABHD5-perilipin-5 interaction. inhibition, % at 4 µM. 0.78% of 360,000 active. Split G. princeps luciferase complementation, luminescence, 4 h. Q00G26+Q8WTS1. AID 602281;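 active means inhibition above the mean inhibition across every tested compound plus 3 SD, cut at about 22% in these data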;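 further: 0% = DMSO only wells and the 100% control is not disclosed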
Target sequence (Q00G26 whole entry, looked up): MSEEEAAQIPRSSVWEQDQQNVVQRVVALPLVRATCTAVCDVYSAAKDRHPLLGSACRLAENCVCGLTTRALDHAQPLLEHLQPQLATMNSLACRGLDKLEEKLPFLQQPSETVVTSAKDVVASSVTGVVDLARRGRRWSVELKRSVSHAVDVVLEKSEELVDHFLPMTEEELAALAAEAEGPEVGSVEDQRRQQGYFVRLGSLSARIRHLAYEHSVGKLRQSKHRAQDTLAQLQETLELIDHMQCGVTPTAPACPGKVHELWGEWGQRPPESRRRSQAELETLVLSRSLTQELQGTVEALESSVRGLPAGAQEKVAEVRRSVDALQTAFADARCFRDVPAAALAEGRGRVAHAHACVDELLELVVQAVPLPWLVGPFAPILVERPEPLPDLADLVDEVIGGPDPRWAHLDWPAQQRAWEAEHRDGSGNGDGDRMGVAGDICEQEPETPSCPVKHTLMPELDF
Target sequence (Q8WTS1 whole entry, looked up): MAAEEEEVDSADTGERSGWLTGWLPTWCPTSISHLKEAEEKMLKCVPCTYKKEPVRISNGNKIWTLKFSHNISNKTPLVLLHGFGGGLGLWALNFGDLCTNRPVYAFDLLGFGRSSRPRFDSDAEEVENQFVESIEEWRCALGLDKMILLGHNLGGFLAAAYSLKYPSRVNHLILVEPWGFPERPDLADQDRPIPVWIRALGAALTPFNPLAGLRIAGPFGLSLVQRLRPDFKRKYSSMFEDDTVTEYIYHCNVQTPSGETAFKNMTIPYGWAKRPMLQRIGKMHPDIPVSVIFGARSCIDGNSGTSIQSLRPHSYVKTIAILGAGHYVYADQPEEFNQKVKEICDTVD
MC4R antagonist: blocks human MC4R cAMP signaling | 0.48% of 360,000 active | MC4R-expressing cells, MTII-stimulated cAMP, LANCE TR-FRET | P32245 | inhibition, % at 6.5 µM;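 active means inhibition above its plate's cutoff, the mean of tested wells on that plate plus 3 SD, cut at about 29% in these data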;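 further: 0% = Melanotan II alone and 100% = Melanotan II plus saturating MCL0020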
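Assay system: human MC4R-expressing U2OS cells; reagent: Melanotan II stimulation of cells; dosing: 6.5 µM single dose; timing: compound 30 min, challenge 1 h, detection 1 h; signal: TR-FRET cAMP assay; replicates: one well per compound, no replicates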
The depositor's hits bear a star; / = not tested or not shown.

SMILES | NOD2-RIPK2 inh | EBV LMP1 NFkB | COUP-TFII inh | SRC3 inh | NCOA1 inh | NR5A2 inv ag | NCOA2 inhibitor | MC4R ag barr | TLR9-MyD88 block | ABHD5 PLIN5 PPI | MC4R antagonist
O=C(O)c1ccc(N2C(=O)c3cccnc3C2=O)cc1 | 0 | -6 | 1 | -4 | -4 | 1 | -18 | -0.1 | 7 | 2 | 7
COCCNC(=O)CSc1nc2sc(C)c(C)c2c(=O)n1-c1ccccc1 | -13 | / | 2 | 3 | -8 | 2 | -3 | -0.6 | / | -1 | -4
Cc1ncc([N+](=O)[O-])n1CC(=O)Nc1ccc(F)c(Cl)c1 | -2 | 19 | 3 | -2 | 4 | 6 | 0 | -0.2 | 0 | -9 | 0
Cc1cc(Cl)ccc1C(=O)C1CCCN(C(=O)c2cncs2)C1 (stereo not given) | -2 | 7 | -2 | 15 | -28 | -2 | 8 | -1.2 | -7 | 4 | 13
Fc1ccc(-c2ccc(/C=N\n3cnnc3)o2)cc1Cl | -7 | -4 | -6 | 14 | -8 | 3 | 11 | -1.4 | -10 | -4 | 11
O=C(Nn1c(O)c(C=C2N=c3ccccc3=N2)sc1=S)c1cccc(Cl)c1 | -7 | -1 | -9 | -16 | 8 | 13 | -8 | 0.1 | 10 | -8 | 0
O=C(CC(=O)Nc1ccc(Cl)c(Cl)c1)N/N=C/c1ccc(O)cc1 | -4 | 6 | -6 | 14 | 23 | 7 | 3 | -1.4 | -12 | 11 | 6
Cc1cc(NS(=O)(=O)c2ccc(NC(=O)CSc3nc4sc(C(=O)O)c(C)c4c(=O)[nH]3)cc2)no1 | -13 | 3 | -7 | -8 | 4 | -3 | -16 | -2.3 | 3 | 7 | -3
N#CC(C(=O)C12CC3CC(CC(C3)C1)C2)c1nc2ccccc2[nH]1 (stereo not given) | 2 | 0 | -9 | 1 | -40 | 12 | -10 | 1.0 | -6 | 2 | 14
CC(=O)N1CCC(C(=O)NC2CC(C)(C)Cc3c2cnn3-c2ccc(F)cc2)CC1 (stereo not given) | -7 | -7 | -10 | -10 | 8 | -23 | -17 | -2.8 | -10 | 4 | 2
CCOc1ccccc1C(=O)NCC(=O)OCC(=O)c1ccc2c(c1)OCCO2 | 3 | 5 | 8 | 0 | -6 | -15 | 11 | -1.9 | 6 | 2 | 11
COc1cc(C)c(NC(=O)COc2cccc3c2OC(C)(C)C3)cc1OC | -7 | 9 | / | 10 | 5 | 20 | / | -1.1 | -1 | -6 | 11
Cn1c(SCC(=O)NC(C)(C)C)nnc1-c1cccc(NC(=O)c2ccccc2F)c1 | -4 | 5 | 9 | -5 | -20 | -4 | -2 | -0.5 | 1 | 6 | 2
COc1ccc(NC(=O)COc2ccc(-n3cnnn3)cc2)cc1OC | 12 | -6 | 12 | 4 | -6 | -22 | -6 | -4.4 | 3 | -1 | 1
O=C(NCc1cccs1)c1ccccc1 | 2 | -9 | -19 | -2 | -28 | -12 | -5 | -1.9 | -3 | 0 | 5
COc1ccc(/C=C/C(=O)NC(=S)NCc2ccccc2)cc1OC | -2 | -16 | 9 | 12 | -3 | -4 | 12 | 2.7 | 4 | 10 | 4
COc1ccc(CCCNC(=O)CC#N)cc1OC | -3 | -2 | 11 | -2 | -1 | -9 | 18 | -0.8 | 3 | -5 | 4
O=C(Nc1ccccc1F)c1ccc(-n2cncn2)nc1 | -5 | 0 | 5 | -1 | -3 | -27 | -1 | -0.9 | 2 | 1 | 2
COc1ccc(S(=O)(=O)Nc2ccc(S(=O)(=O)Nc3nccs3)cc2)cc1 | -5 | 2 | -2 | -8 | -17 | -27 | -21 | 0.1 | -4 | -5 | 8
CC(C)c1ccc(C(C(=O)NC2CCCCC2)N(C(=O)c2csnn2)C2CC2)cc1 (stereo not given) | -4 | 5 | 5 | 16 | -9 | 2 | -1 | 3.0 | 1 | -1 | 1
OC(c1ccc(Cl)c(F)c1)c1ncc(-c2ccccc2F)[nH]1 (stereo not given) | 0 | / | -2 | -35 | -11 | 1 | -2 | 0.1 | / | -11 | 2
O=C1/C(=C/c2cccs2)N=C(c2cccs2)N1Nc1ccccc1 | 9 | -5 | 4 | 10 | -2 | -8 | 0 | -0.7 | -5 | 7 | 13
N#CCOC(=O)c1c2c(nc3ccccc13)CCC2 | -19 | 10 | -14 | 10 | -5 | -7 | 6 | -1.8 | 11 | -1 | 1
C[C@@H]1CN(C(=O)c2nc3ccc(Cl)cn3c2CN2CCc3sccc3C2)C[C@H](C)O1 | -8 | 5 | 9 | 1 | -13 | 0 | 8 | 1.1 | -1 | -1 | 18
CCOC(=O)c1cc2c(nc1N)CC(C)(C)OC2 | -10 | 3 | -11 | -16 | -51 | -28 | -17 | -0.7 | -11 | 0 | 4
CCC(C)NC(=O)Cn1cccc1C(=O)c1ccccc1 (stereo not given) | 2 | -5 | 4 | 2 | -22 | 16 | -5 | -0.3 | 9 | 4 | 2
Cc1ccc2nc(SCC(=O)N3CCN(C(=O)c4ccco4)CC3)[nH]c2c1 | -5 | -6 | -4 | -7 | -2 | -3 | -29 | -1.1 | -10 | 2 | 4
COc1ccccc1-c1nnc(NC(=O)c2ccc(S(=O)(=O)N(C)C)cc2)o1 | -10 | 2 | 2 | -20 | -6 | 11 | -13 | -0.3 | 8 | 4 | 3
O=C(CC1C(=O)NCCN1CC1CCCCC1)NCc1ccc(F)cc1F (stereo not given) | -9 | -14 | 9 | 8 | -8 | 13 | 5 | 2.8 | -5 | 0 | 6
CCOc1cccc(-c2nnc3sc(C4CCCCC4)nn23)c1 | 9 | 12 | 5 | 22 | 20 | 9 | 17 | 3.9 | 2 | -7 | 12
O=C(COc1ccc([N+](=O)[O-])cc1)N(Cc1cccs1)C1CCS(=O)(=O)C1 (stereo not given) | -5 | 6 | -4 | 22 | 2 | 21 | 7 | -2.7 | 2 | 2 | 7
Cn1cc(CN2CCC(n3nccc3NC(=O)CCCc3ccccc3)CC2)cn1 | -9 | 6 | -8 | -3 | 6 | -1 | 20 | -1.0 | 4 | 7 | 9
CC(C)(C)C(=O)Nc1cc2c3c(c1)CCN3C(=O)CC2 | 2 | -6 | -11 | -8 | -6 | 1 | -12 | -1.4 | 2 | 3 | 11
CC1(C)CC(CNCCC(c2ccc(F)cc2)c2ccco2)CCO1 (stereo not given) | -2 | 6 | 11 | 1 | 13 | -3 | 6 | -0.2 | -11 | -1 | 5
NC(=NC(=O)c1ccc(OCC(F)(F)F)nc1)c1ccccc1 | 1 | -31 | -3 | 9 | 3 | 5 | -3 | 3.9 | -1 | 2 | -4
CCC(=O)c1cc2c(cc1NC(=O)c1ccccc1)OCCO2 | 8 | -5 | -3 | -5 | -29 | 8 | -6 | -1.0 | 4 | 0 | 3
CSCCC1NC2(C(=O)Nc3c(C)cc(Cl)cc32)[C@@H]2C(=O)N(C3CCCC3)C(=O)[C@H]12 (stereo not given in full) | 1 | -5 | 4 | -4 | 8 | 17 | -14 | 6.7 | 4 | -1 | -1
Cc1ccc(Cn2nnnc2CN2CCC(O)(c3ccc(F)cc3)CC2)cc1 | -1 | 0 | 13 | 2 | 0 | 17 | -2 | -0.3 | -5 | 13 | 2
CCOC(=O)C1CCCN(C(=O)c2cncc(Br)c2)CC1 (stereo not given) | 2 | / | -4 | 3 | 14 | -15 | -7 | -1.5 | / | 0 | 7
COc1ccccc1-c1nnc(SCC(=O)OC(C)C)o1 | -5 | -5 | 0 | 2 | -4 | 7 | -4 | -1.6 | 10 | 1 | 1
Cc1nc2sc3c(c2c(=O)[nH]1)CCCCC3 | -12 | -2 | -23 | 3 | 8 | -14 | -21 | 1.7 | -7 | 6 | 7
CCNC(=O)CSc1nc2sccc2c(=O)n1-c1ccccc1 | -13 | 5 | 5 | -10 | -16 | 24 | -3 | -1.3 | -2 | 4 | 4
CC(C)[C@H](NC(=O)c1ccccc1)C(=O)OCC(=O)N1CC2(C)CC1CC(C)(C)C2 (stereo not given in full) | 1 | -9 | 2 | 15 | -17 | -4 | -2 | 0.4 | -5 | -1 | 9
O=[N+]([O-])c1ccc2c3n([n+]([O-])c2c1)CCN=C3c1ccc(Cl)cc1 | 9 | 1 | -23 | -10 | -4 | -11 | -3 | -2.5 | -4 | -1 | 1

Some of the entries so far, with tabs.
canonical_smiles	NOD2-RIPK2 inh	EBV LMP1 NFkB	COUP-TFII inh	SRC3 inh	NCOA1 inh	NR5A2 inv ag	NCOA2 inhibitor	MC4R ag barr	TLR9-MyD88 block	ABHD5 PLIN5 PPI	MC4R antagonist
CC1(C)CC(CNCCC(c2ccc(F)cc2)c2ccco2)CCO1 (stereo not given)	-2	6	11	1	13	-3	6	-0.2	-11	-1	5
NC(=NC(=O)c1ccc(OCC(F)(F)F)nc1)c1ccccc1	1	-31	-3	9	3	5	-3	3.9	-1	2	-4
CCC(=O)c1cc2c(cc1NC(=O)c1ccccc1)OCCO2	8	-5	-3	-5	-29	8	-6	-1.0	4	0	3
CSCCC1NC2(C(=O)Nc3c(C)cc(Cl)cc32)[C@@H]2C(=O)N(C3CCCC3)C(=O)[C@H]12 (stereo not given in full)	1	-5	4	-4	8	17	-14	6.7	4	-1	-1
Cc1ccc(Cn2nnnc2CN2CCC(O)(c3ccc(F)cc3)CC2)cc1	-1	0	13	2	0	17	-2	-0.3	-5	13	2
CCOC(=O)C1CCCN(C(=O)c2cncc(Br)c2)CC1 (stereo not given)	2	/	-4	3	14	-15	-7	-1.5	/	0	7
COc1ccccc1-c1nnc(SCC(=O)OC(C)C)o1	-5	-5	0	2	-4	7	-4	-1.6	10	1	1
Cc1nc2sc3c(c2c(=O)[nH]1)CCCCC3	-12	-2	-23	3	8	-14	-21	1.7	-7	6	7
CCNC(=O)CSc1nc2sccc2c(=O)n1-c1ccccc1	-13	5	5	-10	-16	24	-3	-1.3	-2	4	4
CC(C)[C@H](NC(=O)c1ccccc1)C(=O)OCC(=O)N1CC2(C)CC1CC(C)(C)C2 (stereo not given in full)	1	-9	2	15	-17	-4	-2	0.4	-5	-1	9
O=[N+]([O-])c1ccc2c3n([n+]([O-])c2c1)CCN=C3c1ccc(Cl)cc1	9	1	-23	-10	-4	-11	-3	-2.5	-4	-1	1

A portion of the library, so the mix of outcomes need not match the whole.
